Tb PYK inh: inhibitors of Trypanosoma brucei pyruvate kinase. AID 624173. Q57TT1. TbPYK enzyme, Kinase-Glo Plus ATP luminescence, 45 min. 410,000 tested, 0.12% active. Potency, µM (series often up to 76.8 µM), for inactives: top-dose activity, negative = inhibition, usual class: inhibitors; further: nearly all actives have a fitted effect of over 50% in size
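Readout: single end-point luminescence (Kinase-Glo Plus, 10 min). Reaction conditions were TbPYK/substrate plus 130 uM ADP, 45 min at RT, pH 7.2 TEA buffer. No-enzyme wells served as controls, and data were normalized before concentration-response fitting.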
HCV inh: inhibitors of hepatitis C virus infection | Huh7.5.1 HCVcc-Cre infection, luciferase reporter, 44 h | Potency, µM (top dose mostly 41.8 µM), inactives show at the top dose activity change, negative = inhibition, usual class: inhibitors | 340,000 tested, 3.4% active | AID 651820
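Whole-lifecycle infectious HCVcc-Cre system; cells 1,000/well, compound then virus (~0.5 moi) added 4 h after plating, 44 h culture. Luciferase read 15 sec following 15 min substrate incubation, room temp.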
Pf growth 48h: inhibits P. falciparum growth in the first generation, 48 h; P. falciparum luciferase growth in erythrocytes, 48 h; 310,000 tested, 5.9% active; Potency, µM (top dose mostly 28.7 µM), for the others: top-dose activity change, negative = inhibition, most hits filed as inhibitors; AID 504832
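Growth was read as firefly luciferase luminescence after a 48 h, 37 C, 5% CO2 exposure of compounds to reporter-bearing P. falciparum cultures (0.1% parasitemia, 2% hematocrit final) in Albumax-supplemented RPMI 1640.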
Sm TGR block: blocks Schistosoma mansoni thioredoxin glutathione reductase | purified TGR, DTNB reduction, TNB absorbance 405 nm | AID 485364 | 360,000 tested, 3% active | Q962Y6 | Potency, µM (titrated, usually from 114 µM), for the others: top-dose activity change, negative = inhibition, usual class: inhibitors; further: nearly all actives have a fitted effect of over 60% in size
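TGR 20 nM + NADPH 100 uM (dispensed conc.), cpd preinc 15 min RT; start with NADPH (500 uM addition) then DTNB (15 mM addition). Kinetic TNB absorbance, 405 nm filter. Four-parameter Hill fit across titration.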
Pf growth 96h: P. falciparum growth inhibition at 96 hours | P. falciparum luciferase reporter growth, 96 h | Potency, µM (highest dose often 28.7 µM), for the others: at the highest dose activity change, negative = inhibition, usual class: inhibitors | 320,000 tested, 6.9% active
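Infected RBCs, 2% Hct / 0.05% parasitemia final; luciferase-reporter P. falciparum; cpd 96 h, 37 C, 5% CO2; luciferase detection reagent; luminescence.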
LmPK inhibitor: blocks Leishmania mexicana pyruvate kinase activity; Q27686; purified LmPK, Kinase-Glo ATP luminescence, 1 h; Potency, µM (doses to about 57.5 µM), for the others: at the top dose activity change, negative = inhibition, usual class: inhibitors; 290,000 tested, 0.37% active
Target sequence (Q27686 whole entry, looked up): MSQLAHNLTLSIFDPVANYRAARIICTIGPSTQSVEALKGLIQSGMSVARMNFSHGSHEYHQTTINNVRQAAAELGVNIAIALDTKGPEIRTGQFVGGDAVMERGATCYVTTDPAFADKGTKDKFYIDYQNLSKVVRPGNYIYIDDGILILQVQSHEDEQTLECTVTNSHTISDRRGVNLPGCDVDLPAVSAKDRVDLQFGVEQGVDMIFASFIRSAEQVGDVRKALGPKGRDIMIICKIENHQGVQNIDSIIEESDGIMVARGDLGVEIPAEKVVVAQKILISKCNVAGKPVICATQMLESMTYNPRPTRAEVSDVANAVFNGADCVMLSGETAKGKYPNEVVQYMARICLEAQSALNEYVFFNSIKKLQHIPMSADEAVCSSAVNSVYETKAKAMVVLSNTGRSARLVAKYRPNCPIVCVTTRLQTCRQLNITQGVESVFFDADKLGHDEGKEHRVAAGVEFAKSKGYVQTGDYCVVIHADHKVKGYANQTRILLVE
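Pyruvate kinase activity monitored as ATP production (luciferase luminescence). Conditions: 0.1 nM enzyme, 0.5 mM PEP, 0.1 mM ADP, 1 h, RT; normalized against uninhibited and no-enzyme wells.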
* = called active by the depositor; ? = inconclusive; / = not tested or not shown; & = joins results of further samples; [ ] = another dose, or the depositor's remark. The call rests on the fitted dose curve; in most records, active means well fitted curve in the direction sought with a large enough effect; inconclusive means small, poorly fitted or top-dose-only effect, or another doubt; inactive means no such curve, though single readings can be large; an effect the other way counts as inactive or inconclusive. On the % scale 0 is the no-effect control and ±100 the full control effect; potency means the concentration at half of the fitted maximal effect. This is a random part of the collection, and some 16% of all compounds hit somewhere here.

SMILES	Tb PYK inh	HCV inh	Pf growth 48h	Sm TGR block	Pf growth 96h	LmPK inhibitor
Cc1cc(C(F)(F)F)nn1CC(=O)NNC(=S)Nc1cccc(Cl)c1	-11%	17%	2%	-3%	/	2%
CCCCN(C(=O)c1ccc(C)o1)c1c(N)n(CCCC)c(=O)[nH]c1=O	-7%	11%	30%	-1%	?	/
Cc1ccc(-n2ccc(=O)c(C(=O)Nc3ccc(S(=O)(=O)Nc4nccs4)cc3)n2)cc1	-2%	10%	0%	3%	?	-1%
N=C1CCCN1CC(=O)c1ccc(Br)cc1	-11%	-3%	54%[activator]	-2%	46%[activator]	-4%
CC(C)OC(=O)NC(C)(C)COC(=O)Nc1cccc(Cl)c1	-2%	?	?	-28%	-23%	1%
Fc1ccc(NC(=S)NN=C2CCCCCC2)cc1	-9%	0%	?	1%	?	3%
CN(C)C(=O)CCc1nc2sc3c(c2c(=O)[nH]1)CCCC3	5%	5%	9%	8%	/	1%
CCc1c(C)sc(NC(=O)c2ccoc2C)c1C(N)=O	?	-8%	27%	-15%	?	-14%
NC(=O)c1cccnc1Nc1cccc(F)c1	1%	10%	32%[activator]	-1%	39%[activator]	5%
CCOc1ccc(CCNC(=O)CS(=O)(=O)Cc2nc(-c3cccc(OC)c3)oc2C)cc1	0%	4%	-19%	-31%	-21%	4%

Looked up above.
For LmPK inhibitor, CN(C)C(=O)CCc1nc2sc3c(c2c(=O)[nH]1)CCCC3 is listed with 1%
For LmPK inhibitor, CC(C)OC(=O)NC(C)(C)COC(=O)Nc1cccc(Cl)c1 is listed with 1%
For Sm TGR block, Fc1ccc(NC(=S)NN=C2CCCCCC2)cc1 is listed with 1%
For Tb PYK inh, CCCCN(C(=O)c1ccc(C)o1)c1c(N)n(CCCC)c(=O)[nH]c1=O is listed with -7%
For Tb PYK inh, Cc1cc(C(F)(F)F)nn1CC(=O)NNC(=S)Nc1cccc(Cl)c1 is listed with -11%
For LmPK inhibitor, NC(=O)c1cccnc1Nc1cccc(F)c1 is listed with 5%

(continued)
SMILES	Tb PYK inh	HCV inh	Pf growth 48h	Sm TGR block	Pf growth 96h	LmPK inhibitor
CC(=O)N(CCCN1CCOCC1)Cc1ccncc1	-1%	-4%	12%	-12%	/	3%
CC(NS(=O)(=O)c1ccc(CCC(=O)NCc2cccnc2)cc1)c1ccccc1 (stereo not given)	3%	1%	/	-1%	?	6%
O=C(N/N=C/c1c[nH]c2ccccc12)C1CC1c1ccccc1 (stereo not given)	-8%	?	5%	5%	?	7%
Nc1ccc(C2(c3ccc(N)cc3)C(=O)Nc3ccccc32)cc1	-12%	1%	1%	0%	25%	3%
CCC(C)(C)n1nnnc1C(c1ccccc1OC)N1CCN(C(=O)c2ccco2)CC1 (stereo not given)	-18%	14%	1.9µM*	-34%	14%	-1%
CCOC(=O)c1c(NC(NC(C)=O)C(Cl)(Cl)Cl)sc(C(C)=O)c1C (stereo not given)	9%	?	?	-21%	-22%	3%
O=C(NNCc1ccc(O)cc1)c1ccccc1Cl	4%	0%	98%[activator]	-9%	107%[activator]	1%
Cc1c(C)n(Cc2ccc(F)cc2)c2ccc(C(=O)N3CCN(c4ccccn4)CC3)cc12	-1%	5%	-26%	4%	?	1%
Cc1ccc(S(=O)(=O)N2CCCCC2)cc1NC(=O)CSc1ccc2c(c1)OCCO2	-19%	?	-6%	-10%	?	-1%
CCCc1nc(SCc2cccnc2)c2c(=O)n(C)c(=O)n(C)c2n1	7%	10µM*	13µM*	2%	?	-1%
CCS(=O)(=O)NC(C)C(c1cccs1)N1CCN(c2ccc(F)cc2)CC1 (stereo not given)	5%	3%	-1%	5%	7%	-5%
CCOc1ccccc1N(C(=O)c1ccccc1Cl)C1=NC(C)(C)CS1	-12%	?	?	-4%	?	2%
CCOC(=O)CCC(=O)NCc1ccc2[nH]c(C)cc2c1	4%	3%	?	50µM*	?	2%
COc1cccc(C(=O)CN2CCN(S(=O)(=O)c3cccc([N+](=O)[O-])c3)CC2)c1	5%	-4%	-2%	18µM*	0.41µM*	-1%
Cc1ccc(S(=O)(=O)N(C)CC(=O)O/N=C(\N)c2cccc([N+](=O)[O-])c2)cc1	3%	-5%	/	-19%	-8%	5%
COC(=O)c1ccc(/C=C/c2c(-c3ccsc3)oc3ccc(N4CCOCC4)cc23)cc1	1%	12%	?	-23%	13µM*	-6%
COc1ccc(S(=O)(=O)N2CCCCCC2)cc1C(=O)N(C)CC(=O)Nc1ccc(Cl)c(Cl)c1	1%	-13%	-26%	2%	14%	/
O=C(O)CCCNS(=O)(=O)Cc1ccccc1	3%	8%	12%	-1%	10%	-5%
COc1ccc(C(=O)NCc2c(CC(C)C)oc(C)c2C(=O)O)cc1	1%	21%	18%	0%	-11%	8%
CC(=O)c1sc(-c2ccccc2)nc1C	8%	12%	20%[5.75 µM]	5%	-153%[5.75 µM]	-7%
COc1ccc2nc(NC(=S)N(C)C)sc2c1	-25%	?	0%	-4%	/	-25%
O=C(Nc1ccc(F)cc1F)N1CCN(C(=O)c2ccco2)CC1	5%	-4%	0%	-3%	1%	3%
CCN(CC)CCCNc1cc(C(F)(F)F)c(C#N)c2nc3ccccc3n12	1%	?	?	?	40%[activator]	-3%
O=C(CN1CCCCCCC1)N/N=C/c1ccc(F)c(F)c1	24%	6%	7%	-5%	65%[activator]	0%
CCC(=O)Nc1cc(C)c(NC(=O)C23CC4CC(CC(C4)C2)C3)cn1	2%	6%	?	-8%	?	2%
COc1cccc(OC)c1C(=O)Nc1cccc(-c2ccc(N3CCOCC3)nn2)c1	2%	2%	9%	-10%	5%	/
O=C(Cn1c2c(c(-c3ccccc3Cl)cc1=O)CCC2)N1CCC2(CC1)OCCO2	5%	0%&9%	-14%	-32%	-1%	-2%
CCOc1ccccc1Cn1c(=O)oc2ccc(C)cc21	2%	-9%&-20%	-3%	1%	?	3%
C/C(=N\NC(=O)CC(C)C)c1ccc(Cl)c(Cl)c1	1%	-16%	37%[activator]	0%	?	3%
COc1cc(OC)cc(C(=O)N2CCN(C(=O)c3cccs3)CC2)c1	-3%	-2%	23%	3%	-28%	-7%
Cc1c(CCC(=O)O)c(=O)oc2cc(OCc3ccccc3F)ccc12	-7%	0%	/	-6%	16%	-2%
CCOc1ccccc1NC=C1C(=O)OC(C)(C)OC1=O	-2%	-12%	31%	1%	67%[activator]	6%
CC(C)Oc1c(Br)cc(Br)cc1/C=N/NC(N)=S	2%	-25%	3%	-4%	?	-1%
CN(C)CCN=Cc1c(O)n(Cc2ccco2)c(=O)[nH]c1=O	4%	3%	17%	-14%	0%	1%
COc1cc(OC)c(C2N(c3cc(C)on3)C(=O)C3CCCN32)cc1OC (stereo not given)	1%	-36%	3%	9%	4.7µM*	-5%
COc1cc(N=c2ssnc2Cl)cc(OC)c1	28µM*	-20%	16%	79µM*	-1%	-22%
CCCCC(=O)Nc1ccnc(-c2cccnc2)n1	-22%	-21%	14%	-9%	70%[activator]	-4%
CC(C)(C)C1CCC(C(=O)NCC(c2cccs2)N2CCOCC2)CC1 (stereo not given)	4%	-28%	-5%	-1%	?	9%
Cc1ccc(Oc2ncccc2/C=N/OCc2ccc(Cl)c(Cl)c2)cc1	0%	?	20%	11%	95%[activator]	0%
COC(=O)c1ccc(/C=C/c2ccc3cccc(OC(C)=O)c3n2)cc1	-11%	-11%	35%[activator]	-1%	63%[activator]	?
CCOc1ccccc1NC(=O)CSc1nnnn1C1CCCC1	-1%	?	1%	-2%	?	-6%
Cc1c(Br)c([N+](=O)[O-])nn1CC(=O)NCc1ccccc1	-17%	3%	-7%[5.75 µM]	-2%	8%[5.75 µM]	0%
COc1ccc(-c2nc3ccccc3c(=O)n2CCOc2c(C)cccc2C)cc1	-4%	-29%	12µM*	-2%	-78%	-5%
COc1ccc(Oc2ncnc3c2ncn3Cc2ccccc2)cc1	2%	6%	8%	4%	/	-8%
Cc1ccc(/C(O)=C2\C(=O)C(=O)N(C)C2c2cccc([N+](=O)[O-])c2)cc1 (stereo not given)	-15%	6%	71%[activator]	2%	-20%	-1%
Cn1c(Cn2nnc3ccccc32)nnc1SCC(=O)c1ccccc1F	-17%	13%	7%	?	/	1%
C/C(=N\Nc1nc(C)cc(=O)[nH]1)C1CC1	4%	-1%	33%[activator]	-10%	30%	1%
Cc1ccc(C)c2[nH]c(=O)c(CCNC(=O)c3ccc(S(=O)(=O)N4CCOCC4)cc3)cc12	9%	-7%	?	1%	?	-11%
CCOC(=O)Cn1nnc(-c2cccc(OC)c2)n1	-2%	?	14%	-31%	/	-6%
CCN(CC)C(=O)C12CC3CC(CC(Br)(C3)C1)C2	0%	13%	9%	0%	19%	-2%

Part of the list above in order of molar mass, rising.
SMILES	Tb PYK inh	HCV inh	Pf growth 48h	Sm TGR block	Pf growth 96h	LmPK inhibitor
CCOC(=O)Cn1nnc(-c2cccc(OC)c2)n1	-2%	?	14%	-31%	/	-6%
CCN(CC)C(=O)C12CC3CC(CC(Br)(C3)C1)C2	0%	13%	9%	0%	19%	-2%
COc1ccc(Oc2ncnc3c2ncn3Cc2ccccc2)cc1	2%	6%	8%	4%	/	-8%
Cc1c(Br)c([N+](=O)[O-])nn1CC(=O)NCc1ccccc1	-17%	3%	-7%[5.75 µM]	-2%	8%[5.75 µM]	0%

Next section.
SMILES	Tb PYK inh	HCV inh	Pf growth 48h	Sm TGR block	Pf growth 96h	LmPK inhibitor
C[N+]1([O-])[C@@H]2CC[C@H]1CC(OC(=O)[C@@H](CO)c1ccccc1)C2 (stereo not given in full)	4%[33.2 µM]	/	1%[12.8 µM]	/	0%[12.8 µM]	/
COc1ccc(/C=N/NC(=O)C(=O)N2CCCCCC2)cc1	2%	-7%	8%	2%	?	1%
CCO[C@@H]1OC(C(=O)N2CCCCCCC2)=C[C@H](c2ccc(C(F)(F)F)cc2)[C@H]1CCCO	3%	?	-28%	-14%	?	0%
COc1ccc(F)c(-c2nc(CN3CCN(C(=O)c4ccco4)CC3)c(C)o2)c1	1%	-19%	-15%	-28%	-9%	-10%
CN(C)CCOc1ccc(/C(=C(/CCCl)c2ccccc2)c2ccccc2)cc1	1%&4%	-27%	2%	/	-1%	/
CC(C)CCN1C(Nc2ccccc2)=NC[C@@H]1Cc1ccccc1	-1%	-8%	6%	-18%	-6%	-4%
CCCn1c(=N)c(S(=O)(=O)c2ccccc2)cc2c(=O)n3cccc(C)c3nc21	3%	?	41%[activator]	1%	-2%	4%
CCS(=O)(=O)c1nc(S(=O)(=O)c2ccc(C)cc2)c(NCc2ccccn2)s1	1%	2%	-24%	1%	-33%	17%
CCc1ccc(C(=O)CCC(=O)Nc2cccc(S(=O)(=O)N3CCCCC3)c2)cc1	-23%	10µM*	?	1%	?	/
Cc1ccc2c(c1)cc1c(=O)n(CC(=O)N(C)c3ccccc3)nc(C)n12	3%&-11%	-19%	?	0%&-8%	?	-3%
O=[N+]([O-])c1ccccc1S(=O)(=O)N1CCCCC1	-7%	9%	25%	-22%	0%	0%
COc1cc(/C=C2\SC(=O)N(c3ccc(O)cc3)C2=O)cc(OC)c1OC	-5%	-23%	-5%	6%	-2%	5%
CCOc1ccc(NC(=O)c2csc3c2CCCC3)cc1	-4%	?	282%[activator]	0%	349%[activator]	-8%
CCOc1cc(C(=O)CCC(=O)OCC(=O)N2c3ccccc3NC(=O)C2(C)C)ccc1O	0%	10%	-2%	-35%	/	-3%
Cc1c(NC(=O)CN2c3ccccc3CC2C)c(=O)n(-c2ccccc2)n1C (stereo not given)	1%	7%	11%	-24%	9%	0%

Source: PubChem (National Center for Advancing Translational Sciences (NCATS))
